GLP1R ag: activates the human GLP-1 receptor | P43220 | HEK293 GLP-1R CRE-luciferase, luminescence, 4-6 h; cells express a hypersensitive GLP-1R form | Potency, µM (doses to about 45.6 µM), without a hit: top-dose activation, actives largely listed as activators | 380,000 tested, 0.007% active | AID 624172; note: potency is the fitted concentration of half-maximal effect; % of control where 0% means no effect
Target sequence (P43220 whole entry, looked up): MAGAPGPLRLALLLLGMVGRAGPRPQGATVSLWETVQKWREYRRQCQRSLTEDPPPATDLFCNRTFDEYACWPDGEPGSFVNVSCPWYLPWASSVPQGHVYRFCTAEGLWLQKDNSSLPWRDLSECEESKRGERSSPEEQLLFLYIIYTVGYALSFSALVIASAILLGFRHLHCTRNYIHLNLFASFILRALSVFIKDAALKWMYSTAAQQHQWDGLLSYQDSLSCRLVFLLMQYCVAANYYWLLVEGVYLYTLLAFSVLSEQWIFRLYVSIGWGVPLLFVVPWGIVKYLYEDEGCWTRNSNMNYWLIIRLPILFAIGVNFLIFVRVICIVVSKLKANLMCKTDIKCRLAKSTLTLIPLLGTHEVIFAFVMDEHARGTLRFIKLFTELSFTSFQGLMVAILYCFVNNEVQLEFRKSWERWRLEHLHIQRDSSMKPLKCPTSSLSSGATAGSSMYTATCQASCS
GLP1R inv ag: GLP-1 receptor (human) inverse agonism; P43220; HEK293 GLP-1R CRE-luciferase, luminescence, 24 h; GLP-1R form is constitutively active; Potency, µM (doses to about 38.3 µM), inactives show at the top dose activity change, negative = inhibition, hits mostly inhibitors; 410,000 tested, 1.6% active; AID 624417; note: potency is the fitted concentration of half-maximal effect; % is set by controls: 0 for no effect and ±100 for the full control effect; nearly all actives have a fitted effect of over 55% in size
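Stable HEK293 clone (constitutively active GLP-1R + cAMP-response luciferase); 200 cells/uL plated, 12 h pre-culture, compound 24 hr, 37 deg C/5% CO2; detection reagent 12 min RT; luminescence.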
PTHR1 ag: PTHR1 (human) receptor agonism; Q03431; HEK293 GP2 PTHR1 cells, GloSensor cAMP luminescence, 1 h; Potency, µM (top dose mostly 115 µM), inactives show at the top dose activation, most hits filed as activators; 410,000 tested, 0.075% active; AID 743266; note: potency is the fitted concentration of half-maximal effect; nearly all actives have a fitted effect of over 55% in size; some results filed as inactive show a strong effect at the top dose; inactives centre near -15; many of its hits are not listed in these tables
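HEK-293-derived GP2 cells expressing PTHR1 and a GloSensor cAMP reporter, 3,000/well, plated overnight, given luciferin plus IBMX (each 0.5 mM as added) for 1 h at 37 °C, then compound for 1 h at 37 °C. Luminescence was read after 15 min at room temperature.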
Abeta rescue: A-beta toxicity reversal in yeast | Potency, µM (titrated, usually from 46.1 µM), for the others: at the highest dose growth rescue, hits mostly activators | 410,000 tested, 0.063% active | AID 1347071 | yeast expressing A-beta42, growth rescue, OD600, 48 h; response scale: 0% DMSO, 100% iron-clioquinol control; note: potency is the fitted concentration of half-maximal effect; nearly all actives have a fitted effect of over 55% in size
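Yeast A-beta toxicity model in growth medium with pinned compounds, 48 h at 30 C; growth read as absorbance at 600 nm. Normalized to FeCl3/clioquinol equimolar mix (positive) and DMSO (negative).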
aSyn rescue: alpha-synuclein toxicity inhibition in yeast. Yeast expressing alpha-synuclein, growth rescue, BacTiter-Glo, 24 h. Potency, µM (highest dose often 46.1 µM), for the others: top-dose growth rescue (activation), most hits filed as activators. 370,000 tested, 0.14% active; note: potency is the fitted concentration of half-maximal effect; % of control where 0% means no effect; nearly all actives have a fitted effect of over 65% in size
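Screening used galactose-induced yeast with toxic alpha-synuclein levels, exposed to compound for 24 hr at 30 deg C. Cell growth, read with BacTiter-Glo luminescence, gave the measured signal.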
pAkt inh: inhibitors of Akt phosphorylation; Neuro2A IGF-stimulated pAkt S473 HTRF, 20 min; stronger effect = lower value; activity change, % for hits at 50 µM; 360,000 tested, 0.32% active; AID 651550; in the data active = activity change below about -80%; inconclusive = mostly about -51% to -80%; note: % is set by controls: 0 for no effect and ±100 for the full control effect
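Neuro2A cells (4,500/well, DMEM with 0.5% FBS) were treated with compound at a single 50 µM final concentration, stimulated with 6 nM IGF for 20 min at 37 °C, and lysed. Phospho-Akt Ser473 was read by HTRF as 665/615 ratio ×10^4.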
TDP43 rescue: inhibitors of TDP-43 toxicity in yeast; TDP-43 expressing yeast growth rescue, BacTiter-Glo, 24 h; Potency, µM (top dose mostly 46.1 µM), for inactives: top-dose growth rescue (activation), most hits filed as activators; 410,000 tested, 1.8% active; AID 652104; note: potency is the fitted concentration of half-maximal effect; % of control where 0% means no effect; nearly all actives have a fitted effect of over 50% in size
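Luminescence from BacTiter-Glo reports growth of TDP-43-expressing yeast after 24 hr at 30 deg C with compound. Cells were raffinose-pregrown to mid-log, then seeded in galactose medium at OD600=0.02.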
DRD3 antagonist: D3 dopamine receptor (human) antagonism. P35462. D3R cells, DiscoveRx beta-arrestin luminescence, antagonist mode; stronger effect = lower value. max response, negative = inhibition, %. 360,000 tested, 2.5% active; in the data active = max response below about -50%; inconclusive = no clear call, values can overlap the other calls; note: % is set by controls: 0 for no effect and ±100 for the full control effect; mostly tested at two doses, the higher about 12 µM
Target sequence (P35462 whole entry, looked up): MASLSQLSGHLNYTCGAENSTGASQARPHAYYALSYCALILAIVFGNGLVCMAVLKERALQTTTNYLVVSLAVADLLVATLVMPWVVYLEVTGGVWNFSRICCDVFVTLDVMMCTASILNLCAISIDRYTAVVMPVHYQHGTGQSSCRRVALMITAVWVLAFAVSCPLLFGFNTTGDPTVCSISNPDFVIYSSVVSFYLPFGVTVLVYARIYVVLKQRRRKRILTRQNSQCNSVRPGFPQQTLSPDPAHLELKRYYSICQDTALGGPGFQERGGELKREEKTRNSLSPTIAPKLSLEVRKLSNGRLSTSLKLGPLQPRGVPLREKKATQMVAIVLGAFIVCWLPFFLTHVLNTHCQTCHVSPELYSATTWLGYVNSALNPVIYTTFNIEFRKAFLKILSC
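Cells plated overnight at 1500 cells/well, then exposed to library compounds with dopamine controls for 90 minutes at 37 degrees C. DiscoveRx reagent added for 30–60 minutes at room temperature; luminescence read, quantitative HTS format.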
FUS yeast rescue: FUS proteinopathy suppression in yeast. S. cerevisiae FUS-expressing, growth rescue, OD600, 24 h. Potency, µM (doses to about 76.6 µM), inactives show at the highest dose growth rescue (activation), most hits filed as activators. 390,000 tested, 0.24% active;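 note: potency is the fitted concentration of half-maximal effect; plate controls were DMSO vehicle for no effect and reference control for full effect; nearly all actives have a fitted effect of over 55% in size; some results filed as inactive show a strong effect at the top dose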
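Restored growth of FUS-toxic S. cerevisiae, read as 600 nm absorbance after 24 h at 30C in galactose medium (starting OD 0.005). Controls CP55940 and DMSO.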
An asterisk follows results filed as active; i = inactive; u = inconclusive; x = not tested or not shown; [ ] = dose if it differs, or a comment. Unless noted, calls come from the whole dose curve; as a rule, active = well fitted curve in the direction sought with a large enough effect; inconclusive = small, poorly fitted or top-dose-only effect, or another doubt; inactive = no such curve, though single readings can be large; an effect the other way counts as inactive or inconclusive.

The line under a structure holds: pAkt inh | FUS yeast rescue | TDP43 rescue | GLP1R inv ag | DRD3 antagonist | PTHR1 ag | Abeta rescue | aSyn rescue | GLP1R ag
> O=C(c1ccccc1)N1CCc2[nH]nc(-c3ccccc3)c2C1
→ i | 14% | 24% | 10% | -15 | -33%[inhibitor] | x | -2% | 18%
> Cc1ccccc1NC(=O)CCC(=O)N1CC(C)Sc2ccccc21 (configuration not stated)
→ x | -3% | u | -26% | x | 3% | 3% | x | x
> CC(C)CC(=O)NC(=S)Nc1ccc(S(=O)(=O)Nc2nccs2)cc1
→ i | x | 7% | 10% | -22 | -12% | -3% | -8% | -1%
> COc1ccc(S(=O)(=O)N2CCOCC2)cc1NC(=O)Cc1ccc(Cl)c(Cl)c1
→ i | -22% | 4% | 24% | -2 | i | u | 3% | 0%
> COc1cc(/C=N/O)cc(Br)c1OS(=O)(=O)c1ccc(C)cc1
→ i | 34% | 15% | u | u | -33%[inhibitor] | -27% | 18% | 1%
> COc1ccc(C)cc1NC(=O)Cc1csc(NC(=O)Nc2ccccc2OC)n1
→ i | u | 6% | u | 30 | -5% | -4% | 2% | 14%
> CC1=C(C(=O)OC2CCCC(C)C2)C(c2ccccc2)NC(=O)N1 (configuration not stated)
→ i | 13% | 8% | -33% | 31 | -11% | -16% | 15% | 4%
> Cc1nn(C)c(Oc2cccc(C(F)(F)F)c2)c1C#N
→ i | -20% | -5%[0.397 µM] | -28% | 10 | i | -4% | -5% | 19%
> CC(C)(C)OC(=O)NCCc1nnc(SCC(N)=O)o1
→ i | 16% | 0% | 0% | 18 | i | 2% | 0% | -12%
> Cc1cc(/C=C(\C#N)C(=O)N2CCCCC2)cc(C)c1O
→ i | 16% | -2% | u | -1 | -35%[inhibitor] | -10% | -11% | 5%
> COc1ccc2c(c1)[nH]c1c(=O)n(CCN3CCCC3)cnc12
→ i | -7% | 5% | 8% | 16 | i | 13% | 0% | 10%
> O=C(NCCc1cccc(Cl)c1)c1cc2ccccc2oc1=O
→ i | -2% | -11% | 6% | -5 | i | 10% | 1% | -28%
> CCOCCCNC(=O)C(c1ccc(C)cc1)N(Cc1cccs1)C(=O)c1ccc(NC(C)=O)cc1 (configuration not stated)
→ x | 15% | -2% | u | x | 1% | -7% | x | x
> Cc1cc(=O)[nH]c(N2CCN(C(=O)c3ccco3)CC2)n1
→ i | 22% | -23% | 28% | 2 | -10% | -13% | 0% | -1%
> O=C(CN1C(=O)CC(c2ccccc2)=Nc2ccccc21)NCc1ccccc1
→ i | 24% | 19% | -30% | 0 | i | 4% | 0% | -19%
> CCOC(=O)CNC(=S)N(CCCN1CCCCC1)Cc1cccs1
→ i | 13% | 13% | -14% | u | i | 4% | 0% | 0%
> CCCCCN(C(=O)NC(=O)Nc1ccccc1C)S(=O)(=O)c1ccccc1
→ i | 8% | 3% | u | 4 | -62%[inhibitor] | 0% | 14% | 23%
> CC(=O)c1ccc(S(=O)(=O)N2Cc3ccccc3CC2C(=O)O)cc1 (configuration not stated)
→ i | 11% | -12% | 6% | -12 | i | 5% | 6% | -1%
> COc1cccc(CC2(CO)CCCN(Cc3ccccc3-c3ccco3)C2)c1 (configuration not stated)
→ i | 14% | 9% | u | -4 | -11% | 1% | 1% | 10%
> O=C(CN1C(=O)COc2ccc(S(=O)(=O)N3CCCCCC3)cc21)N1CCN(c2ccccc2F)CC1
→ x | 14% | 10% | -29% | x | -17% | -11% | 0% | -6%

An excerpt from above in order of their number in DRD3 antagonist, smallest number first.
smiles | DRD3 antagonist
CC(=O)c1ccc(S(=O)(=O)N2Cc3ccccc3CC2C(=O)O)cc1 (configuration not stated) | -12
COc1cccc(CC2(CO)CCCN(Cc3ccccc3-c3ccco3)C2)c1 (configuration not stated) | -4
COc1ccc(C)cc1NC(=O)Cc1csc(NC(=O)Nc2ccccc2OC)n1 | 30

(more compounds)
The line under a structure holds: pAkt inh | FUS yeast rescue | TDP43 rescue | GLP1R inv ag | DRD3 antagonist | PTHR1 ag | Abeta rescue | aSyn rescue | GLP1R ag
> COc1ccc(N(CC(=O)N/N=C/c2cccnc2)S(=O)(=O)c2ccc(C)cc2)cc1OC
→ i | 8% | 11% | 18% | 1 | i | -10% | 0% | 16%
> COc1ccc(CN2C[C@H]3CON(C)[C@H]3C[C@H]2c2ccc(-c3cccc(F)c3)cc2)cc1
→ i | 25% | 0% | 11% | u | -42% | 9% | 1% | 5%
> CN(CC(=O)Nc1ccccc1Cl)C(=O)COC(=O)c1nc(Cl)c(Cl)c(Cl)c1Cl
→ i | 30% | u | u | -67* | -8% | -19% | 0% | -9%
> COc1ccc(-c2csc(Nc3ccc(C)cn3)n2)cc1
→ i | 6% | 13µM* | u | 14 | -50%[inhibitor] | 0% | -32%[inhibitor] | 4%
> CC(=O)NCCC(=O)NCC1(N(C)Cc2ccccc2)Cc2ccccc2C1
→ i | -1% | 10% | 8% | 8 | -19% | 8% | 0% | 0%
> CC(C)CC(=O)Nc1ccc(-c2nc3ccccc3c(=O)[nH]2)cc1
→ i | -7% | 1% | u | -15 | -6% | -28% | -9% | 4%
> CCOc1ccc(-n2ccnc(SCC(=O)Nc3cccc(OC)c3)c2=O)cc1
→ i | 35% | -20% | u | -12 | -4% | -6% | 1% | 9%
> CSC1=NC2(CCCCC2)C2=C(CCCC2)N1
→ i | -12% | -13% | 6% | -5 | i | 5% | -1% | -3%
> CN1CCN(CC(=O)Nc2nc3c(s2)CCCC3)CC1
→ i | -24% | 6% | 4% | 0 | -11% | -2% | 3% | -1%
> Cc1nc(NCc2ccco2)[nH]c(=O)c1CCC(C)C
→ i | -3% | 4% | u | 28 | -59%[inhibitor] | 0% | 2% | -6%
> Fc1ccccc1N1CCN(c2nnc(C(F)(F)F)c3nnn(Cc4ccccc4)c23)CC1
→ x | 0% | 3% | 2% | x | -2% | -6% | x | x
> O=C(NCc1cccs1)c1ccc(CS(=O)Cc2ccc(Cl)cc2)o1 (configuration not stated)
→ i | -7% | 6% | -15% | 22 | -1% | 2% | 5% | 0%
> COc1ccc(CC(=O)Nc2ccc(-c3cn4cccc(C)c4n3)cc2)cc1OC
→ i | 29% | -2% | 66%[activator] | -21 | -60%[inhibitor][57.5 µM] | 14% | 5% | 10%
> CCC1=C(OC(=O)N(CC)CC)N2C(=O)OC(=NCCc3c[nH]c4ccccc34)[C@]2(C)[C@H]2C1=CC[C@H]1C(=O)NC(=O)[C@H]12
→ i | 22% | 0% | 6% | -4 | i | 5% | 1% | 8%
> O=C(CSc1nc2[nH]ncc2c(=O)[nH]1)NCCc1ccccc1
→ i | -13% | 2% | 4% | 16 | i | 1% | -4% | 1%
> COCCCN(C(=O)c1ccco1)c1nc(-c2ccc(OC)cc2)cs1
→ i | 12% | u | u | 35 | -32%[inhibitor] | 1% | 5% | 11%
> CCC(CC)NC(=O)CCCSc1nc2ccccc2[nH]1
→ i | 10% | -2% | -24% | 11 | i | -21% | -1% | 3%
> COc1ccc(S(=O)(=O)N2CCOCC2)cc1NC(=O)COC(=O)c1ccc([N+](=O)[O-])s1
→ i | x | 15% | 4% | -6 | 12% | 9% | 8% | 18%
> O=C(C1=C[C@@H](c2ccc(C(F)(F)F)cc2)C[C@@H](OCc2ccc(CO)cc2)O1)N1CCN(Cc2ccc3c(c2)OCO3)CC1
→ i | 31% | 10% | -16% | u | -29% | 12% | -8% | -2%
> COc1cc(NC(=O)C/C(C)=N/NC(=O)C(=O)NCCO)c(OC)cc1Cl
→ i | 25% | 8% | -12% | -16 | i | 4% | 1% | -2%

Whole records, looked up by structure. Values in the order: pAkt inh | FUS yeast rescue | TDP43 rescue | GLP1R inv ag | DRD3 antagonist | PTHR1 ag | Abeta rescue | aSyn rescue | GLP1R ag
CCC1=C(OC(=O)N(CC)CC)N2C(=O)OC(=NCCc3c[nH]c4ccccc34)[C@]2(C)[C@H]2C1=CC[C@H]1C(=O)NC(=O)[C@H]12 as listed: i | 22% | 0% | 6% | -4 | i | 5% | 1% | 8%
O=C(CSc1nc2[nH]ncc2c(=O)[nH]1)NCCc1ccccc1 as listed: i | -13% | 2% | 4% | 16 | i | 1% | -4% | 1%

Next section
The line under a structure holds: pAkt inh | FUS yeast rescue | TDP43 rescue | GLP1R inv ag | DRD3 antagonist | PTHR1 ag | Abeta rescue | aSyn rescue | GLP1R ag
> O=C1CN(C(=O)COC(=O)c2cccnc2Cl)c2ccccc2N1
→ i | 14% | -2% | 28%[7.66 µM] | 13 | i | 19% | -2% | 0%
> C/C(Cc1ccccc1)=N/NC(=O)CNC(=O)C(c1ccccc1)c1ccccc1
→ i | 17% | -6% | 11% | 9 | i | -8% | -1% | 0%
> O=C(Cc1ccc(-n2cccc2)cc1)NCc1cccs1
→ i | x | 12% | 0% | 45 | i | -16% | 2% | -4%
> O=C(Nc1ccc(CN2CCOCC2)cc1)c1ccc(Br)o1
→ i | -22% | 5% | -10% | -4 | i | -15% | -1% | -4%
> CC1(C)OC(=O)N(CCc2ccccc2)C1(C)O (configuration not stated)
→ i | 22% | 11% | 3% | 10 | -1%[57.5 µM] | 6% | -2% | -8%
> COc1cc(CNc2ccc(C)c(C)c2)cc(OC)c1OC
→ i | 28% | -10% | -4% | -25 | u | -19% | 9% | 2%
> CN(Cc1ccccc1)C(=O)COc1ccccc1Cl
→ i | -29% | 0% | -27% | 4 | i | -3% | 6% | 13%
> Cc1nn(-c2cccc(Cl)c2)c2nc(-c3cccnc3)cc(C(F)(F)F)c12
→ x | -27% | 8% | 10% | x | i | -8% | x | x
> CC1CCN(c2ccccc2NC(=O)c2ccc(C#N)cc2F)CC1
→ i | 1% | 4%[9.22 µM] | 16% | 12 | -5% | -10% | 1% | 11%
> COc1ccc(S(=O)(=O)NC2CCCC2)cc1Cl
→ i | -8% | u | -7% | 9 | i | -17% | 3% | 8%

Only part of the results is shown; the hit share may differ from the screen's.
